Source: PubChem BioAssay (Southern Research Specialized Biocontainment Screening Center)
M. tuberculosis – growth inhibition of non-replicating M. tuberculosis (AID 488890) | one-dose inhibition, % at 25 µM; IC50 in µM for titrated hits | 320,000 tested, 0.39% active | Mycobacterium tuberculosis non-replicating, growth inhibition; higher % means a stronger effect; in the data active = a potency from the dose series; inconclusive = inhibition mostly from about 82% at the one dose, without a potency; inactive = the rest, 99 in 100 with inhibition below about 76%;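 note: plate controls were DMSO cells for no effect and high antibiotic wells for full effect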
H1N1 NS1A inhibition – H1N1 influenza NS1A inhibitors, functional cell based assay (AID 504329); 340,000 tested, 0.3% active; NS1A functional cell-based assay, percent inhibition; higher % means a stronger effect; one-dose inhibition, % at 12.5 µM; IC50 in µM for titrated hits; in the data active = a potency from the dose series; inconclusive = inhibition above about 27% without an active follow-up result; note: strong numbers were not always called active
inhibitors of VEEV – inhibitors of VEEV TC-83 cytopathic effect, confirmation, Vero cells (AID 588727) | one-dose inhibition, % at 20 µM; IC50 in µM for titrated hits | Vero cells, VEEV TC-83 cytopathic effect inhibition; higher % means a stronger effect | 350,000 tested, 0.13% active; in the data active = a potency from the dose series; inconclusive = inhibition mostly from about 14% at the one dose, without a potency; inactive = the rest, 99 in 100 with inhibition below about 12%; note: strong numbers were not always called active
Salmonella PhoP GFP – Inhibition of PhoP regulon, Salmonella typhi GFP reporter cells, confirmation, 4 h (AID 1850) | Salmonella Typhi PhoP-promoter GFP reporter, fluorescence, 4 h; higher % means a stronger effect | one-dose inhibition, % at 50 µM; IC50 in µM for titrated hits | 310,000 tested, 0.33% active; in the data active = a potency from the dose series; inconclusive = inhibition mostly from about 25% at the one dose, without a potency; inactive = the rest, 99 in 100 with inhibition below about 19%;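 note: 0% = induced wells with vehicle and 100% = uninduced wells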
M. tuberculosis HTS – M. tuberculosis growth inhibition, HTS (AID 449762). M. tuberculosis H37Rv growth inhibition, 7H9 media; higher % means a stronger effect. one-dose inhibition, % at 25 µM; IC50 in µM for titrated hits. 330,000 tested, 0.59% active; in the data active = a potency from the dose series; inconclusive = inhibition above about 70% without an active follow-up result;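 note: bacterial growth assessed after seven days of incubation; strong numbers were not always called active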
An asterisk follows results filed as active; i = inactive; ? = inconclusive; . = no result given.

SMILES	M. tuberculosis	H1N1 NS1A inhibition	inhibitors of VEEV	Salmonella PhoP GFP	M. tuberculosis HTS
Cc1ccc(NC(=O)c2ccc(CN3CCc4ccccc4C3)cc2)cc1	6%	5%	5.8%	2%	2%
Cc1ccc(-c2cc(C(F)F)n3ncc(C(=O)N4CCN5CCCC5C4)c3n2)cc1 (configuration not stated)	1%	5%	7.0%	-4%	0%
O=C1Nc2ccc([N+](=O)[O-])cc2C1(O)N1CCCCCC1 (configuration not stated)	-4%	7%	1.1%	-12%	0%
COCCCNC(=O)CN(CCc1ccccc1)S(=O)(=O)c1ccccc1	-4%	-5%	1.6%	1%	-8%
COc1ccccc1Nc1nc(C)nc2c1oc1ccccc12	8%	-8%	0.6%	-13%	-2%
C=CCNC(=O)NC(=O)COC(=O)/C(C#N)=C/c1cc(C)n(CCC(C)C)c1C	.	0%	3.1%	-2%	.
O=[N+]([O-])c1ccc(COP(=O)(O)OCc2ccc([N+](=O)[O-])cc2)cc1	-7%	.	0.7%	3%	-7%
CN(CCCNC(=O)c1ccccc1F)CCCNC(=O)c1ccccc1F	-11%	-3%	i	-5%	-4%
CCN(CC)c1ccc(/C=N/NC(=O)c2ccco2)cc1	?	-11%	13%	-5%	3%
CC(C)C(=O)N1CCN(c2ccc(NC(=O)c3ccco3)cc2Cl)CC1	22%	5%	8.1%	6%	-4%
CC(C)(C)c1ccc(C2(C)NC(=O)N(CC(=O)NCc3cccs3)C2=O)cc1 (configuration not stated)	22%	5%	i	3%	10%
Cc1nnc(NC(=O)CCSCCC(=O)Nc2nnc(C)s2)s1	52%	3%	i	3%	5%
CCOC(=O)CN=C/C(C(C)=O)=C(/C)O	0%	5%	1.6%	0%	2%
Cc1cccc(C)c1OCC(=O)NC(Cc1c[nH]c2ccccc12)C(=O)O (configuration not stated)	-10%	1%	i	5%	3%
CCCn1c(N)c(C(=O)CSc2ncc(C(F)(F)F)cc2Cl)c(=O)[nH]c1=O	18%	-16%	1.8%	-4%	-7%
NNC(=O)c1ccc(COc2ccc3c(c2)CCC3)o1	-2%	-3%	1.3%	-1%	-1%
O=C(Cn1cnc2ccccc2c1=O)NCCC(=O)Nc1ccc2c(c1)OCCO2	-7%	4%	1.7%	3%	-3%
Cc1ccc(Cl)cc1N1CCN(C(=O)c2ccc(NC3=NC4CS(=O)(=O)CC4S3)cc2)CC1 (configuration not stated)	9%	7%	0.9%	7%	2%
Cc1ccc(-n2c(C)c(C)c3c(NCCN(C)C)ncnc32)cc1	2%	-2%	i	-4%	-4%
O=C(CCNS(=O)(=O)c1ccccc1)OCC(=O)c1ccc[nH]1	-3%	6%	2.9%	-5%	2%

2 neighbouring records from above, quoted:
SMILES	M. tuberculosis	H1N1 NS1A inhibition	inhibitors of VEEV	Salmonella PhoP GFP	M. tuberculosis HTS
CCCn1c(N)c(C(=O)CSc2ncc(C(F)(F)F)cc2Cl)c(=O)[nH]c1=O	18%	-16%	1.8%	-4%	-7%
NNC(=O)c1ccc(COc2ccc3c(c2)CCC3)o1	-2%	-3%	1.3%	-1%	-1%

The listing continues.
SMILES	M. tuberculosis	H1N1 NS1A inhibition	inhibitors of VEEV	Salmonella PhoP GFP	M. tuberculosis HTS
O=C1CCCc2c1nc(-c1ccccc1F)n2O	-18%	7%	1.6%	6%	7%
COc1ccc(C(=O)NNC(=O)C2CCCN(C3CC(=O)N(c4ccccc4)C3=O)C2)cc1 (configuration not stated)	-9%	-4%	1.1%	7%	4%
CC(C)CN(C(=O)COC(=O)c1cnccn1)c1c(N)n(Cc2ccccc2)c(=O)[nH]c1=O	7%	-3%	1.8%	-3%	0%
Cc1cc(NC(=O)c2ccc(NC(=O)C(C)C)cc2)no1	3%	7%	4.0%	8%	-9%
CC(C)CN(C(=O)CSc1nnnn1C)C1CCS(=O)(=O)C1 (configuration not stated)	0%	-1%	11%	-17%	4%
Cc1c(Cl)cccc1NC(=O)CSc1nc2ncc(Cl)cc2[nH]1	48%	-1%	5.6%	1%	19%
O=C(/C=C/c1ccc(F)cc1)Nc1ccc(S(=O)(=O)Nc2ncccn2)cc1	33%	13%	0.5%	-1%	-7%
O=C(O)COc1ccc(-c2nnn(CC(=O)O)n2)cc1	1%	0%	2.0%	-7%	-3%
COc1ccccc1NCCC(=O)OCC(=O)NC1CCCCC1	12%	4%	0.6%	9%	3%
CN(C(=O)CSc1nncc2ccccc12)c1ccccc1	18%	.	.	.	6%
COc1ccc(SCCN2CCN(C)CCC2=O)cc1	.	-12%	0.5%	.	.
CCOC(=O)c1ccc(S(=O)(=O)N2CCN(CC(=O)NC(=O)NC3CCCCC3)CC2)cc1	5%	1%	0.4%	5%	-5%
CCOC(=O)/C(C#N)=C/C=C1\C=Cc2ccccc2N1CC	10%	>100µM*	i	9%	16%
CSc1nc(N2CCOCC2)nc2ccc(C)cc12	12%	5%	i	-2%	0%
Cc1onc(-c2ccccc2)c1CNC(=O)C1COc2ccccc2O1 (configuration not stated)	-4%	-2%	3.7%	-2%	0%
CSc1ccccc1NC(=O)C1CCCO1 (configuration not stated)	2%	3%	2.0%	-1%	6%
CSc1ncccc1C(=O)Nc1cc(C)ccn1	4%	2%	7.0%	-3%	-5%
COCCNC(=O)CN1CCC(NC(=O)C(C)(C)C)CC1	2%	0%	i	2%	-15%
CCCn1c2c(c(O)c(C(=O)NC)c1=O)CCCC2	72%	5%	0.2%	-13%	2%
O=C(NCc1ccco1)c1ccc2snnc2c1	8%	9%	i	4%	0%
COc1ccc(C(=O)/C(=C/N(C)C)S(=O)(=O)c2ccccc2)cc1	-3%	2%	0.5%	5%	-5%
Cc1ccc(SCC(=O)OCC(=O)N2CCN(C(=O)c3ccco3)CC2)c(C)c1	15%	-4%	1.2%	-12%	4%
c1ccc(N2CCCCC2)c(Nc2nc3ccccc3n3cnnc23)c1	18%	7%	i	3%	-4%
COc1ccc(C(CCO)NC(=O)c2cccs2)cc1OC (configuration not stated)	-11%	-3%	0.2%	-2%	-7%
CCc1ccc(OCC(=O)N/N=C/c2cc([N+](=O)[O-])ccc2N2CCOCC2)cc1	24%	-5%	3.0%	2%	?
O=C(CN1CCN(C(=O)C2CCCO2)CC1)Nc1ccc(F)cc1 (configuration not stated)	-9%	18%	2.4%	-1%	-12%
CSc1ncc(CN2CCCC(C(=O)c3cccc(Cl)c3)C2)cn1 (configuration not stated)	33%	-8%	0.1%	2%	-2%
Cc1ccc2c(CN(C)Cc3cccc(Cl)c3)cc(=O)oc2c1C	21%	-6%	0.7%	7%	5%
CN(C)S(=O)(=O)c1cccc(NC(=S)NC(=O)c2ccco2)c1	.	-13%	2.8%	.	.
COc1ccccc1NC(=O)COC(=O)CCn1c(C)csc1=O	-22%	-7%	7.6%	-5%	-3%

Single records, from the list above:
Profile of `c1ccc(N2CCCCC2)c(Nc2nc3ccccc3n3cnnc23)c1` → M. tuberculosis: 18%; H1N1 NS1A inhibition: 7%; inhibitors of VEEV: i; Salmonella PhoP GFP: 3%; M. tuberculosis HTS: -4%
Profile of `COc1ccc(C(=O)/C(=C/N(C)C)S(=O)(=O)c2ccccc2)cc1` → M. tuberculosis: -3%; H1N1 NS1A inhibition: 2%; inhibitors of VEEV: 0.5%; Salmonella PhoP GFP: 5%; M. tuberculosis HTS: -5%
Profile of `O=C(CN1CCN(C(=O)C2CCCO2)CC1)Nc1ccc(F)cc1` (configuration not stated) → M. tuberculosis: -9%; H1N1 NS1A inhibition: 18%; inhibitors of VEEV: 2.4%; Salmonella PhoP GFP: -1%; M. tuberculosis HTS: -12%

More results
SMILES	M. tuberculosis	H1N1 NS1A inhibition	inhibitors of VEEV	Salmonella PhoP GFP	M. tuberculosis HTS
CCc1cc2c(=O)n(Cc3ccco3)c(SCC(=O)NCC3CCCO3)nc2s1 (configuration not stated)	-2%	2%	1.4%	7%	4%
Cc1c(C(=O)N(C)C2CCCCC2)sc2ncnc(N3CCN(c4ccccc4F)CC3)c12	24%	15%	7.5%	-2%	16%
Cc1cc(Nc2ccc(N3CCOCC3)cc2)c2cccc(C)c2n1	6%	1%	3.4%	1%	2%
Cc1ccc(NC(=O)N2CCC(NC(=O)c3cccc(F)c3)CC2)cc1	0%	12%	3.0%	5%	-3%
CC(C)(C)OC(=O)NCCc1nnc(SCc2c(Cl)cccc2Cl)o1	9%	2%	i	-6%	-2%
CCC(CC)NC(=O)Nc1ccc(F)cc1F	12%	-4%	i	-3%	2%
C[C@@H]1C(c2ccccc2)=NN(c2ccc(Br)cc2)[C@H]1C(=O)N1CCOC1=O	.	-23%	0.9%	.	.
O=C1C2CCCC1C(N1CCCCC1)CC2 (configuration not stated)	-16%	-11%	i	2%	-3%
CCOC(=O)c1ccc(NC(=O)COc2ccc(CNC3CCCCC3)cc2OC)cc1	?	-4%	1.8%	-8%	?
COc1ccccc1OCCCCCCN1CCN(C)CC1	1%	-13%	0.8%	8%	4%
Cc1cc(NC(=O)CCCn2nc([N+](=O)[O-])cc2C)no1	11%	-12%	0.6%	1%	3%
COc1ccc(NC(=O)CSc2nnc(-c3ccccc3)n2Cc2ccco2)cc1OC	13%	-6%	1.6%	9%	10%
CCCCn1c(N)c(N(Cc2ccccc2OC)C(=O)CC2OC(=O)c3ccccc32)c(=O)[nH]c1=O (configuration not stated)	6%	-3%	0.6%	2%	-9%
Cc1ccc(C(=O)Nc2ccccc2C(N)=O)o1	2%	6%	i	13%	-1%
COc1ccc(C(C#N)c2ccc(=O)[nH]n2)cc1 (configuration not stated)	11%	-8%	0.7%	-7%	1%
CCOC(=O)CSCC(=O)Nc1cc(C)ccc1C	34%	-5%	2.0%	-7%	-9%
O=C(N/N=C/c1c[nH]c2ccccc12)c1cccc(Cl)c1	-16%	1%	2.3%	13%	-5%
CC(C)(CCC(=S)N1CCOCC1)C1CCCCC1	72%	0%	i	0%	24%
CCCCc1n[nH]c(=S)n1Cc1ccc(Cl)cc1	-30%	10%	0.1%	-7%	0%
CN(C)c1ccc(CNCCC(Cc2ccccc2)c2ccco2)cc1 (configuration not stated)	79%	16%	i	6%	41%
COc1ccc(NC(=O)c2cncc(Br)c2)cc1S(=O)(=O)N1CCCCC1	16%	2%	9.5%	6%	-3%
CCN(CC)c1ccc(N=CN2CCOCC2)cc1	48%	18%	0.6%	6%	-5%
C=CCSc1nnc(-c2c[nH]c3ccccc23)n1CCOC	-3%	-1%	3.0%	-2%	-10%
O=C(Nc1ccc(Cl)cc1)[C@@H]1[C@@H]2C(=O)N(c3ccc4ccccc4c3)C(=O)[C@@H]2[C@H]2C=CC=NN21	0%	1%	7.7%	-3%	-9%
CC1C(c2ccccc2)N(C)C(c2ccccc2)C(C)C1(O)C#Cc1ccccc1 (configuration not stated)	56%	11%	i	-9%	44%
CC1CC(=O)Nc2ccccc2N1S(=O)(=O)c1cccc(Cl)c1 (configuration not stated)	22%	-7%	0.8%	-4%	-2%
COc1ccc(CCCN2CCC(CN3C(=S)NC[C@@H]3Cc3ccccc3)CC2)cc1OC	.	13%	i	.	.
CCCOc1cccc(C2/C(=C(/O)c3ccccc3)C(=O)C(=O)N2CCN(C)C)c1 (configuration not stated)	.	-3%	0.1%	.	.
CCC(C)N1C(=O)c2ccccc2C1C(=O)NC1CCCCCC1 (configuration not stated)	4%	9%	i	9%	-6%
COc1c(Br)cc2c(C)c(C(=O)N3CCOCC3)oc2c1Br	4%	.	.	25%	10%
O=C(CSc1nn(-c2ccc(F)cc2)c(=S)s1)NCC1CCCO1 (configuration not stated)	?	-4%	0.9%	-2%	6.1µM*
O=S(=O)(Nc1ccc(Cl)cc1)c1cccc2cccnc12	8%	19%	i	-13%	1%
O=C(Nc1cccc(F)c1)Nc1ccc(Cl)cn1	-7%	18%	0.1%	7%	7%
Nc1cc([N+](=O)[O-])ccc1O	7%	6%	0.3%	15%	2%
CC(NC(=O)CN1CCc2ccccc21)c1ccccc1 (configuration not stated)	5%	10%	i	-8%	6%
CN(C)S(=O)(=O)c1ccc2oc(SCC(N)=O)nc2c1	12%	10%	0.5%	-26%	8%
O=C(NN=C1CCCC1)c1ccc([N+](=O)[O-])cc1	10%	-9%	i	-26%	9%
CCCOc1ccc(Cc2c(O)nc(SC)[nH]c2=O)cc1	.	-4%	0.6%	-2%	-8%
COc1ccccc1NC(=O)C1=C(C)Nc2nnnn2C1c1ccncc1 (configuration not stated)	-5%	-16%	4.0%	-8%	-5%
C/C=C/c1ccc(OCC(=O)Nc2cc(S(=O)(=O)N3CCOCC3)ccc2N2CCCC2)c(OC)c1	38%	7%	7.0%	-6%	9%
CCSc1nnc(NC(=O)C2C3CCC(C3)C2C(=O)O)s1 (configuration not stated)	-9%	-1%	2.4%	4%	-9%
Cc1ccccc1NC(=S)N(C)Cc1cn(C)c2ccccc12	-5%	-5%	0.9%	-9%	-1%
